Screens from PubChem BioAssay.
OX1R antag: OX1R (human) antagonism; O43613; AID 485270; 1.8% of 330,000 active; OX1R-expressing cells, FRET antagonist read-out; inhibition, % at 6.6 µM; in the data active = inhibition mostly above about 38%, no sharp cut-off; inactive = mostly below about 40%;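 also: 0% = agonist challenge alone and 100% = reference antagonist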
Target sequence (O43613 whole entry, looked up): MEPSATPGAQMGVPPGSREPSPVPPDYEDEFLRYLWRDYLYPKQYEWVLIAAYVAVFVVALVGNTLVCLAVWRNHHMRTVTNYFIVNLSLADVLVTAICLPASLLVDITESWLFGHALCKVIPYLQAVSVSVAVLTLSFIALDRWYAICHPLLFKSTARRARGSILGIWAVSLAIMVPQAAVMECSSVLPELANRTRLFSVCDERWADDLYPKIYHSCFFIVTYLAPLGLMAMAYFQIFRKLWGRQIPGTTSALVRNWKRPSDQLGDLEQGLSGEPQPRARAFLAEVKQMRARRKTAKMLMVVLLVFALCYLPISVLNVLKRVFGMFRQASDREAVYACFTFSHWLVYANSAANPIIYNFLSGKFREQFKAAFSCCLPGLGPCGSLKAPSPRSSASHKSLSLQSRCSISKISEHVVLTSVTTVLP
STK33 kinase inh: blocks human STK33 kinase activity; Q9BYT3; AID 2661; 0.073% of 320,000 active; purified STK33, MBP phosphorylation, ADP-Glo luminescence; inhibition, % at 10 µM;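 active = inhibition at or above 25%, using the most active replicate where run in duplicate; inactive = inhibition below 25%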
Target sequence (Q9BYT3 whole entry, looked up): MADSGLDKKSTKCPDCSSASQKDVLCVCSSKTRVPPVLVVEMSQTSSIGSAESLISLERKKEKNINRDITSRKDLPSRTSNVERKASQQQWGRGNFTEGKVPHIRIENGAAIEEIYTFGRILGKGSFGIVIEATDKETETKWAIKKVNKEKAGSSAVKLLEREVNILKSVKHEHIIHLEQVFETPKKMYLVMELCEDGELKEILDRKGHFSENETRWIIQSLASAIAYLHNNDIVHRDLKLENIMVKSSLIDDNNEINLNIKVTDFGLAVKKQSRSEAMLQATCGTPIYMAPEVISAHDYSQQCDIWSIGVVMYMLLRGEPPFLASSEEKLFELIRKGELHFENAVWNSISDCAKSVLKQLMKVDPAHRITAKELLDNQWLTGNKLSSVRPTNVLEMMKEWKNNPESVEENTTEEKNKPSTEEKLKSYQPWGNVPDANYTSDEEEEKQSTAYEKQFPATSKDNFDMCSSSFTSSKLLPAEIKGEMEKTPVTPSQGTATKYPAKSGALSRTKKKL
KCNQ2 block: KCNQ2 potassium channel inhibitors, primary screen, cell-based, CHO-K1, FluxOR thallium flux, B-score (AID 2156) | 20 min; active compounds read low | B-score at 10 µM | 1.1% of 310,000 active;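 active = fluorescence ratio B-score at most minus 3 library SDs, with starting brightness B-score within 2 library SDs, cut at about -5.5 in these data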
* marks the source's active call; other numbers are inactive results; i = inactive; . = not tested or not shown.

Sequence of screens – OX1R antag, STK33 kinase inh, KCNQ2 block
- CN(C)C(=O)c1ccccc1Sc1ccc(Cl)cc1Cl
  41, 0.1, i
- COc1ccccc1C1C=C(c2ccc(Cl)cc2)Nc2nc(N3C(=O)CCC3=O)nn21 (stereo not given)
  16, -0.6, .
- COc1ccc(-c2cnc[nH]2)cc1
  5, -0.6, i
- Cc1ccc(NC2Sc3ccccc3NC2=O)cc1Cl (stereo not given)
  6, -1.2, i
- Cc1ccc(-n2nc3c(c2NC(=O)c2ccc4c(c2)OCO4)CSC3)c(C)c1
  -1, -0.4, i
- COc1ccccc1CNC(=O)CN(C)CC(=O)Nc1cccc(F)c1
  20, 0.2, i
- COc1cccc(N2C(=NC(=O)c3ccccc3)SC3CS(=O)(=O)CC32)c1 (stereo not given)
  10, -0.2, i
- CC/C(=N/NC(=O)c1ccc(Br)cc1)c1ccc(OCCN2CCOCC2)cc1
  36, -0.5, i
- C(=N\Nc1nc(-c2cccnc2)nc2ccccc12)/c1ccccc1
  7, 1.5, i
- Cn1c(SCC(=O)NCC2CCCO2)nc2c(c1=O)SCC2 (stereo not given)
  10, -2.0, i
- Cc1ccc(O)c(NC(=O)c2ccco2)c1
  17, 1.6, i
- CC(=O)NC(c1ccco1)c1cc(Cl)c2ccccc2c1O (stereo not given)
  28, 1.1, .
- COC(=O)C(NC(=O)C(C)Oc1ccccc1)C(C)C (stereo not given)
  0, -0.5, i
- O=[N+]([O-])c1ccc(-c2nnc3cccc(Cl)n23)cc1
  49*, -4.4, i
- COC(=O)Oc1c(Br)c(=O)oc2ccccc12
  2, -0.3, i
- COc1ccccc1NC(=O)CSc1n[nH]c(-c2cccnc2)n1
  14, 9.0, i
- CC(=O)N(Cc1cc2c(C)cc(C)cc2[nH]c1=O)C1CCCCC1
  17, -0.3, i
- COc1ccc(NC(=O)CSc2nnc(Cn3cnc([N+](=O)[O-])n3)n2C)cc1
  19, ., i
- COCCNC(=S)NC1CC2CCC(C1)N2Cc1ccccc1 (stereo not given)
  18, -1.0, i
- O=C(NC(=O)c1ccc(Cl)cc1)Nc1cc(N2CCCCC2)ncn1
  11, -0.3, .
- Cc1ccc(C(=O)Nc2ccc(N3CCN(C(=O)c4cccs4)CC3)cc2)c(Cl)c1
  23, -1.2, i
- CCN(CC)C(=O)Cn1cnc2ccccc2c1=O
  17, -0.2, i
- CCCNC(=O)CC1C(=O)N(Cc2ccccc2)C(C)c2nc3ccccc3n21 (stereo not given)
  7, -0.9, i
- Cc1cc2occ(CC(=O)N(C)CC(=O)Nc3cccc(F)c3)c2cc1C
  8, -0.1, i
- CC(C)N1CCc2c(sc(NC(=O)c3ccc(S(=O)(=O)N4CCOCC4)cc3)c2C#N)C1
  14, -1.2, i
- O=C(C1CCN(C2CC(=O)N(Cc3ccccc3)C2=O)CC1)N1CCCCCC1 (stereo not given)
  31, -0.3, i
- CCOC(=O)c1ccc(Nc2nc(C)cc(C)n2)cc1
  ., -0.1, i
- CC1=NN(C(N)=S)C(=O)C1N=Nc1cccc([N+](=O)[O-])c1 (stereo not given)
  4, -2.2, i
- Cc1ccc(C)c(N2CCN(S(=O)(=O)c3c(C)noc3C)CC2)c1
  9, 0.2, i
- COc1ccc(NC(=O)CCCCCn2nnc3ccccc3c2=O)cc1
  ., -0.6, i
- COc1ccccc1N1CCN(C(=O)CCNC(=O)c2ccco2)CC1
  -6, 0.4, .
- CS(=O)(=O)N(Cc1ccc(C(=O)NN=C2CCCC2)cc1)c1ccccc1
  33, -0.9, i
- CCOc1ccc(CCNC(=O)COC(=O)c2nccnc2N)cc1OCC
  13, -1.2, i
- O=C(Nc1ccc([N+](=O)[O-])cc1)C1COc2ccccc2O1 (stereo not given)
  2, -0.5, i
- COc1ccc2[nH]c3c(N4CC(C)OC(C)C4)ncnc3c2c1 (stereo not given)
  14, -2.2, i
- Cn1cc(CN2CCCC(C(=O)c3ccc(-c4ccccc4)c(F)c3)C2)cn1 (stereo not given)
  28, -1.3, i
- CCCNC(=O)c1ccc(N2CCC3(CC2)CC(c2ccccc2)=NO3)c(N)c1
  27, -1.3, i
- Cc1ccc(S(=O)(=O)n2c(CN3CCCC(C)C3)nc3ccccc32)cc1 (stereo not given)
  9, -0.3, i
- N#CC1=C(N)SC2(CCCCC2)SC1c1ccccc1 (stereo not given)
  38, 0.2, i
- COC(=O)c1cc(S(=O)(=O)N2CCOCC2)c(Cl)cc1N1CCOCC1
  5, -1.2, i
- Nc1nnc(SCC(=O)N2CCN(c3cccc(Cl)c3)CC2)n1-c1ccccc1
  8, 0.7, i
- CCOC(=O)N(NC(=O)C(O)(C(C)C)C(C)C)c1ccccc1
  5, -1.3, i
- COc1ccc(Cl)cc1NCCC(O)c1ccc(F)cc1 (stereo not given)
  8, 1.3, i
- Cc1cc(C(=O)Nc2ccccc2)oc1C
  17, 0.8, i
- O=C(CNC(=O)C1CCCCC1)NNC(=O)c1ccc(Cl)cc1Cl
  2, 0.1, i
- O=S(=O)(Nc1ccccc1N1CCOCC1)c1c(F)cc(F)cc1Br
  7, -2.8, .
- CCCN(CCO)Cc1ccc(Cl)c(Cl)c1
  8, -1.8, i
- N/C(=N\OS(=O)(=O)c1ccccc1)c1ccncc1
  30, 0.7, i
- O=C(NCC1CCCO1)C1CCC(=O)N1CCc1ccccc1 (stereo not given)
  13, 0.4, i
- CCOc1ccccc1NC(=O)COn1nnc2ccc(Cl)cc21
  12, -1.6, i

(next part)
Sequence of screens – OX1R antag, STK33 kinase inh, KCNQ2 block
- Cc1cccc(/C(N)=N/OC(=O)c2cccnc2)c1
  18, 1.0, i
- CC(C)(C)N1NC2(CCCCC2)NC1=S
  7, -1.2, i
- COCOc1ccc(-c2cc(=O)c3c(OCOC)cc(OCOC)cc3o2)cc1
  7, 1.3, i
- C/C(=N\NC(=O)c1c(C)nc2ccccn12)c1ccc(C(C)(C)C)cc1
  19, 2.4, i
- Cc1ccc(NC(=O)N(CCCN2CCOCC2)Cc2cccs2)cc1C
  13, -0.4, i
- O=C(COc1ccc(Cl)cc1)N1CCN(C(=O)c2cccc(F)c2)CC1
  17, -2.7, i
- C/C(CC(=O)Nc1cccc(C(F)(F)F)c1)=N\NC(=O)Cc1ccccc1
  17, -0.4, i
- COC(=O)C1(CCSC)NC(c2ccccc2F)C2C(=O)N(c3ccc4c(c3)OCCO4)C(=O)C21 (stereo not given)
  2, 0.6, i
- CCC(=O)NCc1c(Cl)cccc1-n1cccc1
  11, -0.4, i
- COc1ccc(NC(=O)C(=O)NCC(c2ccco2)N2CCc3ccccc32)cc1 (stereo not given)
  14, 0.0, i
- N/C(=N\OC(=O)c1ccc2c(c1)OCO2)c1ccc([N+](=O)[O-])cc1
  45, -2.3, i
- CCC(C)(C)C1CCC2(CC1)NC(=O)N(CC(=O)Nc1cc(C(F)(F)F)ccc1N1CCOCC1)C2=O (stereo not given)
  18, -1.0, i
- COc1ccc(F)cc1C(=O)C1CCCN(C(=O)CCc2ccccn2)C1 (stereo not given)
  14, 2.3, i
- O=c1cc(-c2ccccc2)cc(-c2ccccc2)n1O
  16, 1.7, i
- Oc1ccc(Br)cc1-c1cc(-c2ccccc2)n[nH]1
  24, -0.5, i
- CC(C)(C)CN1CCN(Cc2cccnc2)CC1CCO (stereo not given)
  7, -0.1, i
- COc1ccc(CCNC(=O)c2cc(-c3cc(Cl)ccc3O)n[nH]2)cc1OC
  26, -0.4, i
- Cc1cc(C)c2c(N)c(C(=O)c3ccc(Cl)cc3Cl)sc2n1
  16, 0.1, i
- O=[N+]([O-])c1ccc(N2CCN(S(=O)(=O)c3ccccc3)CC2)cc1
  12, -1.1, i
- CCOC(=O)C1CCN(S(=O)(=O)c2ccc3c(c2)CCCN3C(C)=O)CC1
  28, 1.0, i

Some of these compounds in order of heavy-atom count, ascending.
Sequence of screens – OX1R antag, STK33 kinase inh, KCNQ2 block
- Oc1ccc(Br)cc1-c1cc(-c2ccccc2)n[nH]1
  24, -0.5, i
- Cc1cc(C)c2c(N)c(C(=O)c3ccc(Cl)cc3Cl)sc2n1
  16, 0.1, i
- O=[N+]([O-])c1ccc(N2CCN(S(=O)(=O)c3ccccc3)CC2)cc1
  12, -1.1, i
- CCOC(=O)C1CCN(S(=O)(=O)c2ccc3c(c2)CCCN3C(C)=O)CC1
  28, 1.0, i
- COc1ccc(CCNC(=O)c2cc(-c3cc(Cl)ccc3O)n[nH]2)cc1OC
  26, -0.4, i

Next entries
Sequence of screens – OX1R antag, STK33 kinase inh, KCNQ2 block
- Cc1noc(N)c1C(=O)Nc1ccccc1F
  -3, -3.0, i
- CN(C)CCNC(=O)Cn1ccc2cc(S(=O)(=O)N3CCCCCC3)ccc21
  15, -1.4, i
- O=C(NCc1ccco1)c1ccc([N+](=O)[O-])o1
  71*, -1.4, i
- Cn1cccc1C(=O)NNC(=O)c1ccccc1Br
  5, -0.2, i
- Cc1nnc(C)n1/N=C/c1ccc2c(c1)OCCO2
  11, -2.2, i
- C/C(N)=C(/C#N)C(=O)COC(=O)c1cc(-c2cccc(Br)c2)nc2ccccc12
  44, -0.3, i
- O=C(CCN1c2ccccc2Sc2ccccc21)Oc1ccccc1
  14, 1.0, i
- Cc1ccc(Nc2nc3c(s2)CCC3)c(C)c1
  6, -2.8, i
- C=CCC(NCc1ccccc1)c1ccccc1 (stereo not given)
  5, -0.4, i
- Cc1ccc(-n2nc(C)c3c2OC(N)=C(C#N)C3c2ccncc2)cc1 (stereo not given)
  15, 1.5, i
- S=C(NCCNCc1ccccc1)NC1CCCCC1
  27, -2.0, i
- COc1ccc(NC(=O)CCC(=O)c2ccc(Cl)cc2)cn1
  10, -1.2, .
- O=C(NCc1ccc2c(c1)OCO2)C1CCC(CNc2c(N3CCCC3)c(=O)c2=O)CC1 (stereo not given)
  11, 0.3, i
- CCn1c(SCC(=O)Nc2ccccc2)nc2ccccc2c1=O
  2, -0.2, i
- COc1ccccc1C(=O)O/N=C(\N)c1ccccn1
  28, 1.0, i
- Cc1ccc(Cn2nc(C)c(NC(=O)c3cc(-c4ccco4)on3)c2C)cc1
  16, -1.7, i
- O=C(c1cccc(S(=O)(=O)N2CCOCC2)c1)N1CCCC1
  -1, -1.7, i
- CCOc1ncccc1C(=O)NCC(c1ccco1)N1CCCCC1 (stereo not given)
  15, 1.8, .
- COc1ccc(/C=C2/SC(=S)N(CC(=O)O)C2=O)cc1OCc1ccc(Cl)cc1
  23, -1.4, i
- CN(C)C1(CNC(=O)CC(NC(=O)c2ccccc2Cl)c2ccccc2)CCCCC1 (stereo not given)
  16, 3.1, i

Laid out differently: results already given.
OX1R antag | STK33 kinase inh | KCNQ2 block | SMILES
27 | -2.0 | i | S=C(NCCNCc1ccccc1)NC1CCCCC1
10 | -1.2 | . | COc1ccc(NC(=O)CCC(=O)c2ccc(Cl)cc2)cn1

(next part)
Sequence of screens – OX1R antag, STK33 kinase inh, KCNQ2 block
- CC1CCN(C(=O)Cn2nnc(-c3cccs3)n2)CC1
  6, -0.8, i
- CN1CCC(=NNC(=O)CSCc2ccccc2)CC1
  9, -0.3, i
- O=C(NCC1COc2ccccc2O1)C1CCC(CNc2c(N3CCCCC3)c(=O)c2=O)CC1 (stereo not given)
  -4, -0.7, .
- O=C(CC1CCCC1)Nc1nnc(C2CC2)s1
  30, -4.0, i
- CN(C[C@H](Cc1ccccc1)N(C[C@H](Cc1cccc2ccccc12)N(CCc1ccccc1)N=O)N=O)N=O
  6, -2.8, i
- Cc1ccc(S(=O)(=O)n2[nH]c(=O)cc2N)cc1
  36, -0.1, i
- O=C(CSc1nnc(-c2ccncc2)n1CC1CCCO1)NCc1ccccc1 (stereo not given)
  5, 3.9, i
- O=C(COC(=O)c1cccnc1Nc1cccc(C(F)(F)F)c1)NC1CCS(=O)(=O)C1 (stereo not given)
  18, -1.5, i
- O=c1c2ccccc2oc2nc(-c3ccco3)n(Cc3ccccc3)c(=O)c12
  32, ., i
- Clc1ccc(/C=N/Nc2nnc(Cl)c3ccccc23)cc1
  16, -0.4, i

OX1R antag: hit marks shown above
Sequence of screens – OX1R antag, STK33 kinase inh, KCNQ2 block
- O=[N+]([O-])c1ccc(-c2nnc3cccc(Cl)n23)cc1
  49*, -4.4, i
- O=C(NCc1ccco1)c1ccc([N+](=O)[O-])o1
  71*, -1.4, i

The list goes on.
Sequence of screens – OX1R antag, STK33 kinase inh, KCNQ2 block
- COc1ccc(C2C=C(C)Nc3nc(SC)nn32)cc1 (stereo not given)
  34, -1.6, i
- COc1cc(C(C)=O)ccc1OCC(O)CN1CCN(c2ccc(C)cc2C)CC1 (stereo not given)
  12, 3.1, i
- CCC(=O)N1CCc2cc(S(=O)(=O)CCC(=O)Nc3ccc(OC)c(OC)c3)ccc21
  4, -1.9, i
- Cc1cccn2c(=O)c3cc(C(=O)NCCN4CCOCC4)c(=N)n(Cc4cccnc4)c3nc12
  69*, -0.2, i
- O=C(NCCS(=O)(=O)N1CCN(c2ccccc2F)CC1)c1cc(=O)c2ccccc2o1
  10, -1.0, i
- CCOC(=O)Cc1c(C)[nH]n(-c2ccccc2)c1=O
  -1, -0.2, i
- CCOC(=O)COc1nc(OC)nc(N2CCOCC2)n1
  7, 0.0, i
- COc1ccc(CCNC(=O)CCn2c(=O)c3ccccc3n(CC(=O)NCC3CCCO3)c2=O)cc1OC (stereo not given)
  5, -1.0, i
- Cc1ccc(S(=O)(=O)c2cc3ccccc3oc2=Nc2ccc3c(c2)OCCO3)cc1
  9, -1.5, i
- CCOC(=O)Cc1csc(NC(=O)c2ccc(S(=O)(=O)N3CCCCC3)cc2)n1
  5, 0.2, i
- Cc1ccc2nc(NC(=O)Cn3cc4c(n3)CCCCC4)sc2c1
  11, -0.2, i
- COc1ccccc1CCc1nnc(CCC(=O)NC(C)Cn2nc(C)cc2C)o1 (stereo not given)
  14, -3.9, i
- O=C(Cn1cnc2ccccc21)N/N=C/c1cccnc1
  30, -1.4, i
